Screens as filed in PubChem.
B2AR arrestin = recruits beta-arrestin to the human beta2-adrenergic receptor | AID 492947 | Potency, µM (doses to about 46.1 µM), for the others: at the highest dose activation, usual class: activators | P07550 | 330,000 compounds, 0.02% hits | beta-arrestin recruitment to beta2AR, cell-based reporter;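 note: potency is the fitted concentration of half-maximal effect; 0% = DMSO controls and full agonism = EC100 isoproterenol or metaproterenol; nearly all actives have a fitted effect of over 65% in size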
Tb PFK inh = blocks T. brucei phosphofructokinase; Potency, µM (doses to about 57.5 µM), for inactives: at the top dose activity, negative = inhibition, actives largely listed as inhibitors; T. brucei PFK, ADP-Glo luminescence; AID 485367; 330,000 compounds, 0.17% hits; O15648;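 note: potency is the fitted concentration of half-maximal effect; 0% = uninhibited 1x PFK enzyme wells and -100% = no-enzyme wells; nearly all actives have a fitted effect of over 60% in size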
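Luminescent ADP detection (ADP-Glo, two-step: ATP depletion then ADP-to-ATP conversion for luciferase) reported PFK activity after 45 min room-temperature reaction of 1.25 nM enzyme with 0.5 mM F6P and 0.1 mM ATP at pH 8.0.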
uPA surface inh = inhibitors of cell surface uPA generation | cell surface uPA generation assay, qHTS | Potency, µM (titrated, usually from 38.3 µM), inactives show at the top dose activity change, negative = inhibition, usual class: inhibitors | 330,000 compounds, 0.31% hits; active = well fitted inhibition curve with a large enough effect; inconclusive = small, poorly fitted or top-dose-only effect; inactive = no such curve, though single readings can be large or run the other way; tested in mouse RAW 264.7 cells; note: potency is the fitted concentration of half-maximal effect; % is set by controls: 0 for no effect and ±100 for the full control effect; nearly all actives have a fitted effect of over 55% in size
Eya2 phos inh = inhibitors of human Eya2 phosphatase activity. Potency, µM (highest dose often 76.9 µM), without a hit: at the top dose activity, negative = inhibition, actives largely listed as inhibitors. O00167. 330,000 compounds, 0.006% hits. recombinant Eya2, OMFP fluorescence dephosphorylation (OMFP is methylfluorescein phosphate); note: potency is the fitted concentration of half-maximal effect; % is set by controls: 0 for no effect and ±100 for the full control effect
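Eya2 (0.2 uM) preincubated 10 min at ambient with compound, then OMFP substrate added at 50 uM; 10 min reaction in 50 mM HEPES pH 7.5, 50 mM NaCl, 5 uM MgCl2, 0.05% BSA, 1 mM DTT. Fluorescence read at Ex 485/Em 525 nm.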
Mito fusion act = blocks mitochondrial division or promotes mitochondrial fusion | S. cerevisiae fusion-defective mutant growth rescue, CellTiterGlo 48 h | Potency, µM (titrated, usually from 46.1 µM), for the others: top-dose growth rescue (activation), most hits filed as activators | 320,000 compounds, 0.23% hits | AID 485298;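 note: potency is the fitted concentration of half-maximal effect; % of control where 0% means no effect; nearly all actives have a fitted effect of over 45% in size; temperature-sensitive fusion mutants such as fzo1-1 at 37 °C on non-fermentable ethanol glycerol medium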
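Yeast fusion mutant, YPEG (non-fermentable carbon), compound, 48 h at 37C non-permissive; CellTiterGlo added, 10 min RT, luminescence read. Rescued growth = division inhibition.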
USP2a inh = inhibitors of human ubiquitin-specific protease USP2a; USP2 core, Ub-CHOP2 coupled fluorogenic reporter, 485/531; O75604; AID 463254; Potency, µM (series often up to 38.3 µM), for the others: at the top dose activity change, negative = inhibition, hits mostly inhibitors; 330,000 compounds, 0.01% hits;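 note: potency is the fitted concentration of half-maximal effect; plate controls were DMSO wells for no effect and full inhibition by NEM control for full effect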
Target sequence (O75604 whole entry, looked up): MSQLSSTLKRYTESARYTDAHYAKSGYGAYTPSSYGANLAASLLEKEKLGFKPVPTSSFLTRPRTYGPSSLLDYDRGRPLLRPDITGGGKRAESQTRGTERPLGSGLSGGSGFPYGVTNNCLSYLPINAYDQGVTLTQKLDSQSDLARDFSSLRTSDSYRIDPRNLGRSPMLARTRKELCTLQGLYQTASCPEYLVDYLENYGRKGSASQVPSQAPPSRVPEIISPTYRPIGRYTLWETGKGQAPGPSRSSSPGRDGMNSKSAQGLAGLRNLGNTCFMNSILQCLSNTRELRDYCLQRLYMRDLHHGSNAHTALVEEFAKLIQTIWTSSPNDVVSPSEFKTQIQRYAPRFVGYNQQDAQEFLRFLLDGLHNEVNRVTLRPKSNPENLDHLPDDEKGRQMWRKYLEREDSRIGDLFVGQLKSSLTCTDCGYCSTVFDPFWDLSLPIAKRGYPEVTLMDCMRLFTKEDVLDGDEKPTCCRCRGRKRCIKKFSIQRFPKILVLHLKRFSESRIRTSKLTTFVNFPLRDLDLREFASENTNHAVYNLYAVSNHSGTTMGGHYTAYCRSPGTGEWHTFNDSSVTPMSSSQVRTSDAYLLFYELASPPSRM
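Cell-free coupled assay: 10nM USP2 core preincubated 30min RT with compound in Tris-HCl pH 8.0/CaCl2/CHAPS buffer, then 25nM Ub-CHOP2 and 25nM reporter substrate; fluorescence (Ex 485/Em 531) read after 60min RT, normalized to NEM inhibition, concentration-response curves fitted.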
TSG101-PTAP inh = blocks PTAP/TSG101 interaction to inhibit HIV-1 budding; Fluorescence polarization, FITC-PTAP peptide / Tsg101 binding; 340,000 tested, under 10 active; Potency, µM (highest dose often 115 µM), for inactives: at the highest dose activity change, negative = inhibition, usual class: inhibitors; AID 493005; active = well fitted inhibition curve with a large enough effect in the main read-out, with a control signal flat, not every such curve was filed as active; inconclusive = small, poorly fitted or top-dose-only effect, or effect the other way, or a change in a side signal; inactive = no such curve, though single readings can be large or run the other way; note: potency is the fitted concentration of half-maximal effect; % of control where 0% means no effect
Target sequence (Q99816 whole entry, looked up): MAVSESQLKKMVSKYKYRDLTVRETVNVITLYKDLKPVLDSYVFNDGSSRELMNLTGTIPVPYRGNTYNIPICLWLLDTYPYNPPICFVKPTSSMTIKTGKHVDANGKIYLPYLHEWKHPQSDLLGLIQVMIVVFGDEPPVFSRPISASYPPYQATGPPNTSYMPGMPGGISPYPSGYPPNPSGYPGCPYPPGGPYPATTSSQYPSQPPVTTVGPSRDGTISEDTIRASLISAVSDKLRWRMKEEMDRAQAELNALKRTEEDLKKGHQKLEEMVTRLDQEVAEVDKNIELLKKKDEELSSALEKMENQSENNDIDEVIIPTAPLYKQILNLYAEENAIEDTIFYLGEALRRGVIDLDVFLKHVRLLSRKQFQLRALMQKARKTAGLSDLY
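Fluorescence anisotropy tracks displacement of a FITC-tagged PTAP peptide (50 nM) from the Tsg101 binding domain (10 uM), following a 20 min room-temperature incubation at pH 7.5.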
ELG1 repair inh = ELG1-dependent DNA repair inhibition. HEK293T ELG1-luciferase reporter, luminescence, 16 h; DNA damage induced by 5-fluorouridine. Potency, µM (top dose mostly 46.1 µM), for the others: top-dose activity change, negative = inhibition, most hits filed as inhibitors. 330,000 compounds, 2.3% hits. AID 504467; note: potency is the fitted concentration of half-maximal effect; % is set by controls: 0 for no effect and ±100 for the full control effect; nearly all actives have a fitted effect of over 55% in size
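HEK293T cells expressing luciferase-tagged ELG1 (2,000/well) received 5-Fluorouridine plus compound or DMSO for 16 hr at 37 °C. Luciferase was read by ONE-Glo luminescence after 30 min at room temperature.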
TSHR antag = blocks TSH signaling through the human TSH receptor | activity change, negative = inhibition, % at 11.5 µM | 330,000 compounds, 0.2% hits | TSHR-expressing cells, TSH-stimulated cAMP HTRF, 2 h; active compounds read low | AID 504810;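 active = activity change below a set negative limit, meaning inhibition stronger than a set level, cut at about -70% in these data; inconclusive = activity change between two set negative limits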; note: % is set by controls: 0 for no effect and ±100 for the full control effect
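Cell-based HTRF cAMP assay; TSHR cells + compound, TSH EC80 (4nM final), 2 h, 37 deg C. Lysis with anti-cAMP cryptate and cAMP-d2, 30 min RT, read 665/620 nm.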
Chronic BCR inh = chronic active BCR signaling inhibition | Potency, µM (top dose mostly 46.1 µM), for the others: top-dose ratio change, negative = lower green/red ratio, hits mostly inhibitors | 340,000 compounds, 0.05% hits | ABC-DLBCL IkBa-CBG/CBR reporter, luminescence ratio, 4 h | AID 493014; active = well fitted inhibition curve with a large enough effect in the signal ratio, with a control signal flat, not every such curve was filed as active; inconclusive = small, poorly fitted or top-dose-only effect, or effect the other way, or a change in a side signal; the % refers to the signal ratio;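 note: potency is the fitted concentration of half-maximal effect; plate controls were basal doxycycline-induced cells for no effect and cells given 10 µM MG132 for full effect; MG132 reads +100%, hits lower the ratio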
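Cell line TMD8 (human ABC DLBCL), stably expressing tet-inducible CBG68-IkBa fusion and CBR; IMDM/0.5% FBS; cpd up to 46 uM; dox induction, 4 h, 37C/5% CO2; dual luminescence; green/red ratio; MG132 control.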
TCR activator = T cell receptor activation; primary human leukocytes, anti-CD3, IL-2 HTRF, 48 h; 330,000 tested, under 10 active; Potency, µM (series often up to 9.22 µM), without a hit: top-dose activation of IL-2 secretion, actives largely listed as activators; note: % of control where 0% means no effect
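Readout: HTRF IL-2, Eu-cryptate/d2 antibody pair, 320nm excitation, 665nm emission. Stimulus: a-CD3 beads, no co-stimulation. Cells: primary human leukocytes. Exposure: 48 hr with compound.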
* hit, by the source's call; ? = inconclusive; . = no result given; [ ] = another dose, or the depositor's remark. Unless noted, calls come from the whole dose curve; as a rule, active = well fitted curve in the direction sought with a large enough effect; inconclusive = small, poorly fitted or top-dose-only effect, or another doubt; inactive = no such curve, though single readings can be large; an effect the other way counts as inactive or inconclusive.

SMILES	B2AR arrestin	Tb PFK inh	uPA surface inh	Eya2 phos inh	Mito fusion act	USP2a inh	TSG101-PTAP inh	ELG1 repair inh	TSHR antag	Chronic BCR inh	TCR activator
Cc1nc(-c2ccccn2)nc(SCC(=O)c2ccc(F)cc2)c1Cl	-0.3%	5%	-17%	3%	-15%	0%	-2%	?	13	1%	1%
Cc1ccc(C(=O)OCC(=O)NNC(=O)COc2ccc(Cl)cc2)c(O)c1	0.1%	-5%	5%	-38%	0%	0%	2%	2%	-5	3%	-4%
COC(=O)/C=C1\SC(=NC(=O)c2cccc(Cl)c2)NC1=O	-0.5%	8%	-2%	5%	-1%	-7%	0%	0%	2	-2%	0%
CCOC(=O)c1ccc(NC(=O)CC2SCCNC2=O)cc1 (configuration not stated)	0.1%	2%	-1%	10%	-2%	-2%	-6%	?	8	0%	-5%
COCc1cccc(C2=CC(=O)C[C@H](c3ccc(OC)cc3)C2)c1	0.2%	1%	9%	3%	9%	4%	0%	14%	-15	-1%	0%
CC(=O)N(C)c1ccc(NC(=O)C(Sc2ccccc2)c2ccccc2)cc1 (configuration not stated)	-0.2%	-1%	3%	1%	7%	5%	-3%	?	20	?	.
COC(=O)c1ccc2c(=O)n(CCCCCC(=O)NCCNC(C)=O)c(=O)[nH]c2c1	0.5%	-7%	4%	-5%	-7%	3%	0%	3%	7	10%	.
CCOC(=O)N1CCC(N2CC34C=CC(O3)C(C(=O)Nc3ccc(OCC)cc3)C4C2=O)CC1 (configuration not stated)	0.4%	0%	-3%	-5%	2%	0%	-17%	3%	-3	-1%	4%
O=C(CNC(=O)c1ccc(Cl)cc1Cl)OCN1C(=O)c2ccccc2C1=O	-0.3%	-1%	1%	3%	2%	0%	-1%	12%	.	-1%	-1%
CCCN(CCC)CCCNC(=O)c1cc2c(=O)n(C)c3ccccc3c2n1C	0.1%	3%	-1%	-8%	-2%	4%	-1%	?	13	?	0%
CN1CCN(CCCNC(=O)c2ccc3c(c2)N(Cc2ccc(F)cc2)CCS3)CC1	0.2%	-6%	-24%	2%	12%	-3%	-3%	19%	40	-3%	-10%
O=C(CCN1CCN(CCO)CC1)Nc1ccc(Br)cc1	-0.5%	3%	-51%	-11%	-5%	13%	-4%	6%	-11	4%	-2%
COc1ccc(C2C(C(=O)N3CCOCC3)=C(C)NC3=C2C(=O)CC(C)(C)C3)c(OC)c1 (configuration not stated)	-0.1%	-4%	1%	-18%	1%	0%	-3%	10%	-3	0%	-1%
Nc1ccc(-c2nc(-c3ccccc3)nc3ccccc23)cc1	0.5%	4%	-3%	?	14%	3%	0%	-12%	15	10%	3%
O=C(COC(=O)c1nn(-c2ccccc2)c(=O)c2ccccc12)NC1CCS(=O)(=O)C1 (configuration not stated)	0.2%	4%	2%	-4%	-4%	3%	-2%	?	57	-4%	4%
O=C(O)Cc1ccc2[nH]c3ccc(CC(=O)O)cc3c2c1	-0.1%	1%	0%	-4%	-1%	-1%	0%	14%	-1	12%	4%
CCC(C)(C)n1nnnc1C(c1ccc(C)cc1)N1CCCC1 (configuration not stated)	-0.5%	-1%	-3%	6%	0%	?	-10%	5%	-4	7%	0%
Cn1c(N)c(C(=O)N/N=C/c2ccccc2)sc1=S	-0.2%	-2%	1%	-3%	-1%	4%	-2%	7%	-11	1%	-13%
CCOC(=O)c1c(NC(=O)Cn2nc(C(=O)O)c3ccccc3c2=O)sc(CC)c1C	-0.3%	-1%	-1%	14%	16%	5%	-2%	3%	-8	-5%	6%
COc1ccc(N2CCN(C(=O)NC3CCCCC3)CC2)cc1	0.0%	0%	5%	7%	6%	1%	3%	6%	-27	-14%	8%[46.1 µM]
CCOc1ccc(CC(C(=O)NN)C(=O)NN)cc1CN(C)C	-0.2%	3%	-2%	6%	0%	0%	3%	4%	13	-9%	-29%
O=C1CC(SC2=NCCS2)C(=O)N1c1cccc(Cl)c1Cl (configuration not stated)	-0.2%	0%	1%	7%	5%	0%	2%	-1%	-3	-10%	12%
COc1ccccc1NS(=O)(=O)c1ccc(C)c(C(=O)NCCCN2CCCC2=O)c1	-0.2%	3%	4%	-5%	9%	-1%	-5%	10%	5	1%	0%
C=CCOCC(O)CS(=O)(=O)Cc1ccc(Cl)cc1 (configuration not stated)	0.4%	0%	-3%	20%	-2%	2%	0%	3%	0	24%	3%
Cn1nc(C(F)(F)F)c(C(=O)Nc2cccc(C(F)(F)F)c2)c1SCc1ccc(Cl)cc1	-0.2%	-1%	-14%	-6%	-3%	2%	-2%	-24%	-8	18%	1%
(continued)
SMILES	B2AR arrestin	Tb PFK inh	uPA surface inh	Eya2 phos inh	Mito fusion act	USP2a inh	TSG101-PTAP inh	ELG1 repair inh	TSHR antag	Chronic BCR inh	TCR activator
CC(C)c1nnc(NC(=O)CSc2nnc(NC(=O)c3c(F)cccc3F)s2)s1	-0.8%	0%	-3%	10%	-1%	1%	0%	?	-10	1%	-1%
Cc1ccc(S(=O)(=O)NC2CC(=O)N(c3ccc4c(c3)OCCO4)C2)cc1 (configuration not stated)	-0.4%	-1%	-1%	20%	-6%	1%	-1%	20%	-7	?	4%
COc1nc(SCC(=O)Nc2ccccc2Cl)nc(N(C)C)n1	3.8%	1%	1%	10%	10%	0%	-3%	29%	22	?	2%
COc1ccc(C(=O)NN/C(C)=C/C(=O)c2ccccc2)cc1	-0.3%	3%	-2%	18%	-3%	-2%	0%	-1%	3	?	7%
Cc1cc(C(=O)c2cnc(/N=C/N(C)C)s2)cc(C)c1O	-0.5%	0%	-4%	-2%	3%	1%	-6%	16%	7	?	-3%
COc1ccccc1N1CC(C(=O)OCC(=O)Nc2cc(C)on2)CC1=O (configuration not stated)	0.4%	-9%	2%	23%	-4%	0%	0%	7%	4	0%	3%
Cc1ccc(NC(=O)CN(C)C(=O)C2CC(=O)N(Cc3ccccc3)C2)cc1 (configuration not stated)	-0.3%	3%	2%	2%	0%	-1%	0%	0%	-7	1%	-2%
Cn1c(NNC(=O)C2CCCCC2)cc(=O)n(C)c1=O	-0.3%	-2%	2%	-22%	-5%	-1%	-2%	16%	-2	8%	.
CN(C(=O)CSc1nc2ccccc2c(=O)n1-c1ccccc1F)C1CCS(=O)(=O)C1 (configuration not stated)	0.2%	13%	-4%	3%	.	2%	-9%	7%	-8	-3%	-3%
Cc1ccc(NC(=O)Nc2cnccn2)c(C)c1	0.3%	-2%	-6%	12%	6%	0%	-1%	?	44	0%	4%
COc1ccc(-n2nc(C(=O)NCC(=O)N3CC(C)CC(C)C3)c3ccccc3c2=O)c(OC)c1 (configuration not stated)	-0.2%	2%	1%	4%	17%	0%	-1%	?	-9	11%	4%
CCOC(=O)N1CCN(CC(=O)Nc2nnc(C(F)(F)F)s2)CC1	-0.1%	2%	10%	-29%	6%	0%	-6%	3%	6	11%	2%

Some of these compounds in order of formula weight, lowest first.
SMILES	B2AR arrestin	Tb PFK inh	uPA surface inh	Eya2 phos inh	Mito fusion act	USP2a inh	TSG101-PTAP inh	ELG1 repair inh	TSHR antag	Chronic BCR inh	TCR activator
Cn1c(NNC(=O)C2CCCCC2)cc(=O)n(C)c1=O	-0.3%	-2%	2%	-22%	-5%	-1%	-2%	16%	-2	8%	.
Cc1cc(C(=O)c2cnc(/N=C/N(C)C)s2)cc(C)c1O	-0.5%	0%	-4%	-2%	3%	1%	-6%	16%	7	?	-3%
COc1ccc(C(=O)NN/C(C)=C/C(=O)c2ccccc2)cc1	-0.3%	3%	-2%	18%	-3%	-2%	0%	-1%	3	?	7%
Cc1ccc(NC(=O)CN(C)C(=O)C2CC(=O)N(Cc3ccccc3)C2)cc1 (configuration not stated)	-0.3%	3%	2%	2%	0%	-1%	0%	0%	-7	1%	-2%
CC(C)c1nnc(NC(=O)CSc2nnc(NC(=O)c3c(F)cccc3F)s2)s1	-0.8%	0%	-3%	10%	-1%	1%	0%	?	-10	1%	-1%
